Bioassay records: PubChem BioAssay, several laboratories
sEH act – soluble epoxide hydrolase (human) activation; P34913; purified human sEH enzymatic activity, activator screen; activation, % at 2 µM; 91,000 compounds, 0.04% hits; AID 717; in the data active = activation above about 37%; note: values of inactives mirror those of a sister screen read the other way
Target sequence (P34913 whole entry, looked up): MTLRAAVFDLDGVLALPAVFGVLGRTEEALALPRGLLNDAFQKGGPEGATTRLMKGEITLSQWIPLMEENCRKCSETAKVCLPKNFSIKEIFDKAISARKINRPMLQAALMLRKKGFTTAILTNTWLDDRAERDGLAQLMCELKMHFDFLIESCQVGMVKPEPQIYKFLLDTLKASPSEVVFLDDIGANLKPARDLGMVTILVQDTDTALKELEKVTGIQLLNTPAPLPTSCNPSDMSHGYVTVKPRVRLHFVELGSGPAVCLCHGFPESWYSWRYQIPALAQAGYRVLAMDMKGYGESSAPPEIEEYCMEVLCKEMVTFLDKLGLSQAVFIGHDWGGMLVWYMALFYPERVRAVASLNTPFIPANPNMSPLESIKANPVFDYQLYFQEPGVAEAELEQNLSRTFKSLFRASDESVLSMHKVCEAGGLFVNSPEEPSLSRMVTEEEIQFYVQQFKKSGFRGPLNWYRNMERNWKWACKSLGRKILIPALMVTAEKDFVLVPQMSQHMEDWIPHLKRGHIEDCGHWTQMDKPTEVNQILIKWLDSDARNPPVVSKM
ERb coact inh – blocks coactivator binding to human estrogen receptor beta | Q92731 | TR-FRET ER-beta LBD / SRC1-Cy5 peptide binding; receptor agonist-loaded with 1 µM estradiol | inhibition, % at 25.6 µM | 86,000 compounds, 1.3% hits | AID 633;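 active = compounds whose percent inhibition of the receptor-coactivator binding signal exceeds about 50% in the single-dose screen, limit read from the data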;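 note: 0% = receptor plus peptide wells without compound and 100% = peptide-only wells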
TNFa cytotox – toxic to HUVEC cells under TNF alpha stimulation | cell count reduction, % at 2 µM | 93,000 compounds, 0.17% hits | AID 848 | HUVEC TNFalpha-stimulated, Hoechst cell count, imaging;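 active = cell count reduction exceeding the screen mean by over 5 SD, scaled to untreated wells per plate, cut at about 78% in these data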;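 note: cells counted after 24 h of TNF alpha exposure following the 1 h pretreatment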
Smad3 inh – blocks human Smad3 binding to FoxH1 peptide. P84022. TR-FRET Smad3/Dy647-FoxH1 peptide binding, europium anti-His. inhibition, % at 25 µM. 88,000 compounds, 0.29% hits. AID 630;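 active = compounds that reduce the energy-transfer binding signal between the protein and its labelled peptide by more than half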;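 note: 0% = Smad3 plus labelled peptide maximal FRET and 100% = peptide-only background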
Target sequence (P84022 whole entry, looked up): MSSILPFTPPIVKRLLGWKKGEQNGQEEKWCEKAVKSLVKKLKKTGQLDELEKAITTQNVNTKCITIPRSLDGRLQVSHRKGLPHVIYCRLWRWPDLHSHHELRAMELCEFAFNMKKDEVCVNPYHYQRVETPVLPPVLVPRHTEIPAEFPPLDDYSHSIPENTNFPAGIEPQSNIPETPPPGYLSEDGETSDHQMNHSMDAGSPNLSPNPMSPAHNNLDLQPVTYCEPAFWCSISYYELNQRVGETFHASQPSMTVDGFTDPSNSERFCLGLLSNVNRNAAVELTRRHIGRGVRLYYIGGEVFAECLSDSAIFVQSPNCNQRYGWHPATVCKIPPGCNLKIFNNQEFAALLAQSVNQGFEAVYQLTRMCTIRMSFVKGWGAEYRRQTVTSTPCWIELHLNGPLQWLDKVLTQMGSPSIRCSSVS
VCAM1 TNFa inh – reduces TNF alpha induced VCAM1 expression in HUVEC. inhibition, % at 2 µM. AID 802. HUVEC TNFa-induced VCAM-1 immunofluorescence, high-content imaging. 95,000 compounds, 0.48% hits;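 active = inhibition above the batch mean plus 3 SD, with images confirmed as a hit by eye, cut at about 37% in these data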;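 note: 0% = TNF-stimulated DMSO wells and 100% = unstimulated control wells; not every result past the cut was called active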
sEH inh – blocks human soluble epoxide hydrolase activity; inhibition, % at 2 µM; recombinant human sEH enzymatic activity assay; 91,000 compounds, 0.34% hits; P34913; in the data active = inhibition above about 80%; note: values of inactives mirror those of a sister screen read the other way; many of its hits are not listed in these tables
IL1B cytotox – toxic to HUVEC cells under IL-1B stimulation. 94,000 compounds, 0.41% hits. cell count reduction, % at 2 µM. HUVEC cell count loss, Hoechst imaging, IL-1B stimulated;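 active = cell count reduction more than 3 SD above the screen-wide mean, cut at about 70% in these data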;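 note: normalized per plate to untreated control cells as the no-loss baseline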
Candida biofilm – kills Candida albicans biofilms; C. albicans biofilm + clotrimazole, Alamar Blue; inhibition, % at 6 µM; 85,000 compounds, 0.14% hits;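 active = inhibition above 20%; inactive = inhibition below 20%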;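 note: preformed 24 hr biofilms exposed to compound for 48 hr; 0% = biofilm without compound and 100% = blank killed by clotrimazole plus chlorhexidine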
cytoskel mod – cytoskeleton assembly modification; inhibition, % at 2 µM; 91,000 compounds, 0.18% hits; HUVEC TNFa F-actin phalloidin imaging, high content;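 active = inhibition above the batch mean plus 3 SD and confirmed as a hit by visual image inspection, cut at about 30% in these data, passing the limit was not always enough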; note: strong numbers were not always called active
The depositor's hits bear a star; nt = no result given; [ ] = another dose, or the depositor's remark.

Second line of a record: sEH act, ERb coact inh, TNFa cytotox, Smad3 inh, VCAM1 TNFa inh, sEH inh, IL1B cytotox, Candida biofilm, cytoskel mod
COC(=O)c1ccc(NC(=O)NS(=O)(=O)c2ccc(C)cc2)cc1
  nt, 1, -11, 3, -3, nt, nt, 1, 5
O=C(Nc1ccccc1)N(CCN1CCOCC1)Cc1ccccc1F
  -8, -5, 13, -1, -10, 12, 23, 7, -14
Cc1ccccc1OCc1nnc(SCC(=O)N2CCc3ccccc32)n1C
  0, 0, nt, -9, nt, 5, -39, -1, nt
CCOC(=O)c1c(CSC(=N)N)n(-c2ccc(C)cc2)c2cc(Br)c(OC(C)=O)cc12
  -4, nt, -9, nt, -12, 9, -5, nt, -14
CCC(CC)C(=O)c1c[nH]c(C(=O)NCC2CCCO2)c1 (stereo unspecified)
  -13, nt, -38, nt, 1, 12, -10, nt, -17
CCSC1=NCN(CCCC(=O)O)CN1
  nt, nt, -1, nt, -6, nt, -14, nt, -12
c1ccc(CNc2nc3ccccc3[nH]2)cc1
  2, 6, -46, 0, -49, -1, -13, 7, -19
O=C(N1CCCCCC1)N1CCN(S(=O)(=O)N2CCOCC2)CC1
  -9, -7, -27, 5, -23, 11, 0, 5, 12
Cc1cccc(C)c1-n1nnnc1S(=O)(=O)Cc1ccccc1Cl
  3, -8, -3, -8, 24, -3, -21, 10, -21
COC(=O)c1ccc(S(=O)(=O)N2C3CCC2CC(NC(=O)C2CC2)C3)cc1 (stereo unspecified)
  -6, -1, -16, -3, -5, 6, 84*, 6, -2

The closing 7 records of the section above lead into the next:
Second line of a record: sEH act, ERb coact inh, TNFa cytotox, Smad3 inh, VCAM1 TNFa inh, sEH inh, IL1B cytotox, Candida biofilm, cytoskel mod
CCOC(=O)c1c(CSC(=N)N)n(-c2ccc(C)cc2)c2cc(Br)c(OC(C)=O)cc12
  -4, nt, -9, nt, -12, 9, -5, nt, -14
CCC(CC)C(=O)c1c[nH]c(C(=O)NCC2CCCO2)c1 (stereo unspecified)
  -13, nt, -38, nt, 1, 12, -10, nt, -17
CCSC1=NCN(CCCC(=O)O)CN1
  nt, nt, -1, nt, -6, nt, -14, nt, -12
c1ccc(CNc2nc3ccccc3[nH]2)cc1
  2, 6, -46, 0, -49, -1, -13, 7, -19
O=C(N1CCCCCC1)N1CCN(S(=O)(=O)N2CCOCC2)CC1
  -9, -7, -27, 5, -23, 11, 0, 5, 12
Cc1cccc(C)c1-n1nnnc1S(=O)(=O)Cc1ccccc1Cl
  3, -8, -3, -8, 24, -3, -21, 10, -21
COC(=O)c1ccc(S(=O)(=O)N2C3CCC2CC(NC(=O)C2CC2)C3)cc1 (stereo unspecified)
  -6, -1, -16, -3, -5, 6, 84*, 6, -2
CCc1ccc(Nc2nnc(SCc3cc(=O)n4ccsc4n3)s2)cc1
  -32, 20, -2, -5, 0, 31, -12, 6, -18
O=C(CN1CCCCC1)N1c2ccccc2CCc2ccccc21
  8, -14, -12, 7, 10, -10, -16, 3, -15
CCn1c(COc2ccc3c(c2)OCO3)nnc1SCC(=O)c1ccc(Cl)cc1
  15, 36[fluorescence artefact?], 2, 5, -2, -20, 8, 6, nt
CC(C)(C)c1cc(C(=O)O)c(CN2CCCCC2)o1
  -1, nt, -34, nt, -10, 0, -2, nt, -5
COc1ccc(-c2nnc3ccc(SCC(=O)NCC4CCCO4)nn23)cc1 (stereo unspecified)
  -8, 0, -3, 1, 19, 8, 9, 6, -15
Cc1cc(=O)n2nc(N3CCC(C(=O)NC(C)c4ccccc4)CC3)sc2n1 (stereo unspecified)
  -4, -11, -10, -6, 3, 7, 2, 7, 3
COc1ccc(N2CCN(C(=O)CSc3nnc4c5cc(C)ccc5n(C)c4n3)CC2)cc1
  nt, nt, 7, nt, 0, nt, -33, nt, -22
O=C(CCc1ccc(S(=O)(=O)N2CCOCC2)cc1)N1CCCC1
  0, nt, -1, nt, 6, 3, -7, nt, 1
c1ccc2[nH]c(CN3CCN(c4ncnc5c4oc4ccccc45)CC3)nc2c1
  -6, 0, 5, -4, -14, 4, 9, 3, -28
O=C(Nc1nnc(-c2ccccc2SCc2ccccc2F)s1)Nc1ccccc1F
  12, 14, -5, 3[fluorescence artefact?], -4, -10, 22, -3, 8
CSc1cccc(NC(=O)COc2ccccc2)c1
  -3, -3, 16, -9, 22, 3, -4, 4, -5
C=CCOc1ccc(CNn2cn[nH]c2=S)cc1OC
  5, nt, -8, nt, -1, -4, -15, nt, 17
CCN1CNC(=S)N(c2cc(C)ccc2C)C1
  0, -10, -5, -8, 10, 0, -15, 3, -38
CN1C(=O)C2(C(C#N)=C(N)Oc3n[nH]c(-c4ccc(Cl)cc4)c32)c2ccccc21 (stereo unspecified)
  -20, 9[fluorescence artefact?], -27, 0, 16, 18, 32, 8, 15
Cc1c(NC(=O)c2cc(C(C)C)on2)c(=O)n(-c2ccccc2)n1C
  3, -6, -1, -17, 1, -2, 4, 9, nt
O=C(NC1CCCCC1)C(c1ccncc1)N(C(=O)Cn1nnc(-c2cccs2)n1)C1CCCC1 (stereo unspecified)
  -13, 0, -9, -1, 12, 16, -14, 7, -3
COC(=O)c1ccc(N)cc1O
  -2, -11, -12, -1, -16, 2, -6, 5, 7
Cc1cc(C)nc(SC2CCOC2=O)n1 (stereo unspecified)
  15, -22, -7, 3, 16, -12, -38, 4, 2
CCOC(=O)c1sc(/N=C/Nc2nc(C)c(C(=O)OCC)s2)nc1C
  -2, 13[fluorescence artefact?], -26, -5[fluorescence artefact?], -46, 3, -13, 4, -2
CCCC(c1nnnn1Cc1ccccc1)N1CCC(C(N)=O)CC1 (stereo unspecified)
  0, 0, -2, -8, 17, -2, -3, 7, -11
COc1ccccc1-c1nnc(SCC(=O)O)n1C
  3, -3, -37, 8, 10, -3, -10, 8, 32
COc1ccccc1N1CCN(S(=O)(=O)CC23CCC(CC2=O)C3(C)C)CC1 (stereo unspecified)
  -12, -5, -8, -5, -14, 8, 1, -2, 8
COc1cccc(S(=O)(=O)NCc2ccc(C(=O)Nc3cccc(Cl)c3)cc2)c1
  -31, nt, -22, nt, 3, 32, 2, nt, 9
O=C(COc1ccc(CO)cc1Cl)Nc1ccc(F)cc1
  8, -7, 0, -8, 3, -8, 47, -4, -10
Cc1ccc(NC(=O)N/C=C/c2ccco2)c(C)c1
  -29, nt, -11, nt, -5, 31, 8, nt, 2
CC(=O)OCCCNc1cc(Sc2nc3ccccc3s2)c2nonc2c1[N+](=O)[O-]
  -17, nt, 1, nt, 3, 15, -8, nt, -22
Cc1ccc(CN2CCN(Cc3ccccc3C(F)(F)F)CC2)cc1
  -6, nt, -14, nt, -34, 7, 3, nt, 14
COc1ccc(N(Cc2cc(=O)[nH]c3ccccc23)C(=O)c2ccco2)cc1
  -4, 9, -15, -16, -15, 3, -29, -1, -19
CCOC(=O)N1CC=C2C(C#N)=C(N)C(C#N)(C#N)[C@H](c3cccs3)C2C1 (stereo partly specified)
  -5, 28[fluorescence artefact?], -17, -3, 8, 4, -6, 0, 9
COC(=O)CCC(=O)Nc1ccccc1C(=O)Nc1ccccc1
  0, 9, -12, -1, 20, 0, -30, 1, 1

Laid out differently: two of the compounds above
SMILES | sEH act | ERb coact inh | TNFa cytotox | Smad3 inh | VCAM1 TNFa inh | sEH inh | IL1B cytotox | Candida biofilm | cytoskel mod
COc1ccc(N(Cc2cc(=O)[nH]c3ccccc23)C(=O)c2ccco2)cc1 | -4 | 9 | -15 | -16 | -15 | 3 | -29 | -1 | -19
CCOC(=O)N1CC=C2C(C#N)=C(N)C(C#N)(C#N)[C@H](c3cccs3)C2C1 (stereo partly specified) | -5 | 28[fluorescence artefact?] | -17 | -3 | 8 | 4 | -6 | 0 | 9

The list continues:
Second line of a record: sEH act, ERb coact inh, TNFa cytotox, Smad3 inh, VCAM1 TNFa inh, sEH inh, IL1B cytotox, Candida biofilm, cytoskel mod
CNC(=O)c1nnc(Cc2ccc(Cl)cc2)o1
  0, 1, 28, -6, 0, -2, -8, 4, 4
CC1CCCN(Cc2c(O)ccc3c(=O)c(-c4nc5ccccc5s4)c(N)oc23)C1 (stereo unspecified)
  0, nt, 21, nt, -3, 0, 2, nt, -47
COc1ccc(CC(=O)N2CCN(C(=O)c3ccco3)CC2)cc1
  2, -4, -5, 48[fluorescence artefact?], -3, 2, 15, 2, -2
O=S(=O)(CCOc1ccccc1)c1nc2ccccc2[nH]1
  -7, 2, 8, 3, 15, 5, -25, 2, -4
COc1ccc(OCC(=O)Nc2ccc3c(c2)nc2n3CCSC2)cc1
  nt, 2[fluorescence artefact?], 70, 9, 30, nt, -3, 3, 8
O=C(CCCN1C(=O)CCC1=O)Nc1ccc2c(c1)OCCO2
  -9, -7, 11, 7, 12, 11, -12, 8, -1
CCn1cc(C(=O)O)c(=O)c2cc(S(=O)(=O)N(C)C)ccc21
  nt, -3, nt, -6, nt, nt, -4, 4, nt
O=C(CCSCCC(=O)N1CCCC1)N1CCCC1
  6, -4[fluorescence artefact?], nt, -1, -5, -8, 2, 9, -17
C=CCSc1nnc(-c2ccncc2)n1-c1ccc(OCC)cc1
  2, 24[fluorescence artefact?], -4, -15, 8, 0, -53, 0, -5
COc1ccc(NC(=O)C2CCCN(S(=O)(=O)c3cccnc3)C2)c(OC)c1 (stereo unspecified)
  -5, -12, -35, -8, 7, 4, -4, 5, -1
CCC(C)[C@H](NC(=O)OC(C)(C)C)C(=O)N/N=C/C1=Cc2ccccc2OC1 (stereo partly specified)
  0, -8, 3, 3, 10, -1, 12, 7, -3
O=C(NCc1cccs1)C1CCCN1C(=O)Nc1ccccc1 (stereo unspecified)
  4, 3[fluorescence artefact?], -16, 0, 0, -3, 35, 5, 2
CCOC(=O)CNS(=O)(=O)c1cc(-c2nn(C)c(=O)c3ccccc23)ccc1C
  -9, 47, -32, 6, 17, 7, -15, 12, 7
CCN1CCN(Cc2ccc(OC)c(OCc3ccccc3)c2)CC1
  3, 11, -2, 1, 10, 2, -21, 3, -5
CCN(CC)S(=O)(=O)c1ccc2nc(NC(=O)c3cccs3)sc2c1
  -5, nt, -17, nt, 6, 7, -29, nt, -11
Cc1cc(C)c(-c2cc(NC(=O)CSc3nncn3C)n(-c3ccccc3)n2)cc1C
  2, -8, -20, 2, -3, -1, 7, 7, -1
Cc1cccc2cc(C(c3nnnn3CC3CCCO3)N3CCc4ccccc4C3)c(=O)[nH]c12 (stereo unspecified)
  nt, -13, -12, 13, 20, nt, 20, 7, -2
COc1ccccc1Nc1nc(N)nc(CN2CCN(Cc3ccccc3)CC2)n1
  -4, -1[fluorescence artefact?], 20, -21, 18, 6, -11, 6, 27
CCOc1ccc(NC(=O)CSc2nnc(Cc3cccn3C)n2-c2ccc(OC)cc2)cc1
  -8, -5, -29, -2, 14, 9, -45, 6, 12
O=C(CCN1C(=O)C2C3C=CC(C3)C2C1=O)N1CCN(c2ccccc2Cl)CC1 (stereo unspecified)
  -2, 0, 13, -9, 12, 2, 0, -3, 6
Cn1c(=O)c(=O)n(C)c2cc(S(=O)(=O)N3CCC(Cc4ccccc4)CC3)ccc21
  nt, 23, -32, -27, 17, nt, -12, 6, 25
Fc1cccc(-c2nn[nH]n2)c1
  7, -8, 0, -11, -31, -9, -81, 4, -2
O=C(O)C1CC=CCC1C(=O)NCCc1cccc(Cl)c1 (stereo unspecified)
  10, 0, -6, 2, -14, -10, 25, 3, -2

Not all compounds are listed; the hit share may differ from the screen's.
